# RTF Ca sens act: cardiac RTF calcium sensitivity activators, primary screen, biochemical, IANBD-TnC fluorescence, EC20 calcium | IANBD-labeled TnC RTF fluorescence at EC20 calcium; 0% EC20 calcium, 100% full calcium | activation, % at 7.2 µM | actives 0.24% (n = 340,000);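 active = activation above the mean over all tested compounds plus 3 SD, cut at about 30% in these data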;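 also: rise in fluorescence read as greater calcium sensitivity of cardiac thin filaments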
# LANA DNA inh: inhibitors of KSHV C-LANA binding to DNA, primary screen, biochemical, fluorescence polarization, FAM-LBS DNA, MBP-C-LANA, single point. inhibition, % at 9 µM. Kaposi's sarcoma herpesvirus LANA C-terminal domain (residues 932-1162) DNA binding. actives 0.078% (n = 340,000);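 active = highest replicate inhibition at or above 60% at 9 µM, even if other replicates fall short; inactive = all replicates below 60% inhibition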;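 also: 0% = neutral control wells and 100% = 4 µM acridine orange control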
# DAGLB inh: DAGLB lipase inhibitors, primary screen, biochemical, fluorescence, HTS; HEK293T DAGLB membrane lysate, EnzChek fluorogenic substrate; Diacylglycerol lipase-beta (Homo sapiens), Q8NCG7; AID 504411, 2011; inhibition, % at 5.17 µM; actives 0.059% (n = 340,000); in the data active = inhibition above about 34%;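 also: 0% = enzyme with vehicle and 100% = wells lacking enzyme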
# CAL PDZ FP-1: CAL PDZ peptide-binding inhibitors, primary screen, biochemical, fluorescence polarization, Cer-tagged CAL PDZ, HTS. Golgi-associated PDZ and coiled-coil motif-containing protein (Homo sapiens), Q9HD26. purified CAL PDZ, TMR-peptide fluorescence polarization, 1 h. inhibition, % at 20 µM. actives 0.02% (n = 330,000). AID 504414, 2011;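 active = highest replicate inhibition of at least 40%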;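 also: plate controls were DMSO neutral control wells for no effect and unlabeled competitor peptide control wells for full effect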
#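 Material – purified CerCALP PDZ construct · Detection – FP readout, S and P plane fluorescence · Measure – percent inhibition from loss of millipolarization · Controls – unlabelled peptide for full inhibition, DMSO wells as neutral · Probe or stimulus – TMR-labelled reporter peptide T*-PRC34 bound in PDZ groove · Times – 1 h at RT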
# Keap1 Nrf2 FP: Keap1-Nrf2 protein-protein interaction inhibitors, primary screen, biochemical, fluorescence polarization, single point | Keap1 Kelch-Nrf2 peptide fluorescence polarization, 1536-well | actives 0.15% (n = 340,000) | inhibition, % at 9.4 µM; in the data active = inhibition above about 12%;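 also: human Keap1 Kelch domain with fluorescein labeled Nrf2 9mer peptide probe; 0% = neutral control wells and 100% = peptide positive control; higher means more block of Keap1 binding to Nrf2 peptide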
# Target sequence (Q14145 whole entry, looked up, the tested form may be a part): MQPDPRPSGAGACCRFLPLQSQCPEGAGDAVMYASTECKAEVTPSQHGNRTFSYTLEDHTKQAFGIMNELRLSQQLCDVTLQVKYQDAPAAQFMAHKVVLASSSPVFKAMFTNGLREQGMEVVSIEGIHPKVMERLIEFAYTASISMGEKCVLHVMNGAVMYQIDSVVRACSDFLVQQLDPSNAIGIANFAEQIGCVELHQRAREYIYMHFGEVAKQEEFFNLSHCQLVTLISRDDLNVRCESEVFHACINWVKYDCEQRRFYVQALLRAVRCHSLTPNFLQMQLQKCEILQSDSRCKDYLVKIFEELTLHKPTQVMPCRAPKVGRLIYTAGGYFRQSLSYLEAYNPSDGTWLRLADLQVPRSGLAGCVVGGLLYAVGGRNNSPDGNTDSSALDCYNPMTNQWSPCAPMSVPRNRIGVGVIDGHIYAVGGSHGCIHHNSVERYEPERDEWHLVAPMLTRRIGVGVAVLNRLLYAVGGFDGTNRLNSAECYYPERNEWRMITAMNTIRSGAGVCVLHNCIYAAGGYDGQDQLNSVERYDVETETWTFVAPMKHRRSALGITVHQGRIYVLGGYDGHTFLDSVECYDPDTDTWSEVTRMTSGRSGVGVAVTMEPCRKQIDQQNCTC
# Rtt109 HAT inh: inhibitors of C. albicans Rtt109/Vps75 HAT, primary screen, biochemical, ThioGlo CoA-SH fluorescence, plate reader; actives 0.16% (n = 330,000); Histone acetyltransferase RTT109 (Candida albicans (strain SC5314 / ATCC MYA-2876)), …; purified Rtt109/Vps75, 4 h; inhibition, % at 34.9 µM;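 active = inhibition of at least 50% in every replicate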
# RTF Ca sens inh: cardiac RTF calcium sensitivity inhibitors, primary screen, biochemical, IANBD-TnC fluorescence, EC70 calcium; Troponin I, cardiac muscle (Homo sapiens) + Troponin T, cardiac muscle (Homo sapiens) + …; IANBD-labeled cardiac RTF, Ca2+ fluorescence; inhibition, % at 7.15 µM; actives 0.12% (n = 340,000); AID 493244, 2011;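 active = inhibition above the mean inhibition of all tested compounds plus 3 SD, cut at about 17% in these data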;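 also: assay run at fixed EC70 calcium of 1.6 mM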
# SR-BI uptake up: activators of SR-BI mediated DiI-HDL uptake, primary screen, ldlA[mSR-BI] CHO cells, DiI fluorescence; 3 h; 100 = double the neutral-control signal; activation, % at 12.5 µM; actives 0.096% (n = 320,000);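 active = mean replicate activation of at least 60% and every replicate at or above 60%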;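 also: 0% = median plate neutral-control signal and 100% = twice that signal; values of inactives mirror those of a sister screen read the other way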
#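 Assay system: CHO ldlA[mSR-BI] cells, LDL receptor-null, SR-BI overexpressing; medium: Ham's F12 with 0.5% BSA, HEPES 25 mM, pH 7.4; also added: DiI-HDL 10 µg/mL; timing: 3 h uptake period with compound, 37 °C; signal: DiI fluorescence, bottom read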
# CAL PDZ FP-2: untagged CAL PDZ binding inhibitors, primary screen, biochemical, fluorescence polarization, HTS; actives 0.92% (n = 300,000); purified CAL PDZ, TMR-peptide fluorescence polarization, 1 h; Golgi-associated PDZ and coiled-coil motif-containing protein (Homo sapiens), Q9HD26; inhibition, % at 24.9 µM; AID 602252, 2012;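 active = mean inhibition of at least 30% with at least half of replicates also reaching 30%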;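 also: 0% = DMSO neutral control and 100% = excess unlabeled competitor peptide PRC23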
# PKA-R2B activ: activators of PKA-R2B holoenzyme, primary screen, biochemical, fluorescence polarization, Cy5-IP20, human; activation, % at 11.4 µM; AID 504700, 2011; cAMP-dependent protein kinase catalytic subunit beta (Homo sapiens) + cAMP-dependent …; PKA-R2B holoenzyme dissociation; R2B truncated from residue 108, S112A mutant; 0% DMSO only, 100% 113 µM cGMP; actives 0.079% (n = 340,000);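 active = activation above a cutoff set at the mean over all compounds plus 3 SD, cut at about 18% in these data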;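 also: higher means more holoenzyme dissociation and a rise in polarization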
# Target sequence (P31323 whole entry, looked up, other chains not shown, the tested form may be a part): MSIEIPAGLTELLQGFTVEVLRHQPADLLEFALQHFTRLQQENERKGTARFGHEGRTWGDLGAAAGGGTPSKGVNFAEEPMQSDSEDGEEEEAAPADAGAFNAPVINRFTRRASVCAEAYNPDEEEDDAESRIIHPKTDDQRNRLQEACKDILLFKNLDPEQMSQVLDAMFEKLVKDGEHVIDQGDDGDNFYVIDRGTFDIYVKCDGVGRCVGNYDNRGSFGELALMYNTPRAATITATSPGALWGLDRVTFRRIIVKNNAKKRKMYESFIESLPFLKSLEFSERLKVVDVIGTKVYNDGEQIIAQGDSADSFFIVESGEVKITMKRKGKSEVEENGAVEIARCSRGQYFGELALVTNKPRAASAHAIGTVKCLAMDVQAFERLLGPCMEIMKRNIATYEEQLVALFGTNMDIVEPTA
# Active calls of the source: *; . = not tested or not shown.
SMILES,RTF Ca sens act,LANA DNA inh,DAGLB inh,CAL PDZ FP-1,Keap1 Nrf2 FP,Rtt109 HAT inh,RTF Ca sens inh,SR-BI uptake up,CAL PDZ FP-2,PKA-R2B activ
Cn1c(=O)c2c(nc(SCc3cccnc3)n2Cc2ccccc2)n(C)c1=O,-2.1,1.9,0.0,-0.9,-0.8,2.6,-9.1,0.7,-6.6,6.7
Cc1ccccc1NC(=O)c1ccc(C)c(S(=O)(=O)N2CCN(C)CC2)c1,4.0,0.5,1.5,0.5,-7.7,-0.8,-12.2,.,.,-3.0
CSCCC(NC(=O)c1ccc(Cl)cc1)C(=O)OCC(C)=O (centres undefined),2.8,-0.2,1.5,-0.4,-4.3,2.0,-0.3,11.8,-2.5,-4.9
CCOC(=O)c1ccc(NC(C)=O)c([N+](=O)[O-])c1,2.8,0.3,-1.6,-0.2,-2.3,5.0,-5.4,-4.7,.,-0.4
Cc1nc2sc(C(=O)c3ccccc3)c(N)c2c2c1CCCC2,1.2,1.0,-3.5,-0.3,1.0,-4.9,-17.1,-21.7,-3.5,-3.1
COc1ccc(-n2nc(C(=O)NCC(=O)NCC3CCCO3)c3ccccc3c2=O)cc1 (centres undefined),-1.2,-0.3,0.2,0.2,-4.3,3.0,-3.3,24.0,.,-4.0
O=S1(=O)CCO[C@H]2Cc3ccccc3[C@H]2N1Cc1ccccc1Br,10.7,1.0,-3.4,-0.8,-1.8,3.5,-6.9,-32.7,-5.4,1.1
CCOC(=O)c1nnn(CC(=O)NC(=O)Nc2ccc(F)cc2)c1C(=O)OCC,-4.6,0.0,-1.9,-2.0,1.1,-2.9,-7.4,.,.,-3.4
O=C(CSc1nnc(-c2ccc3c(c2)OCO3)n1-c1ccccc1)c1ccc(Cl)cc1,-4.0,-1.1,2.5,-2.0,-3.9,-4.1,4.3,17.7,-0.2,-1.0
COc1ccc(CNc2ncc(-c3ccc(Cl)cc3)n2C)c(OC)c1OC,0.8,-0.6,-0.6,0.2,-4.0,0.3,-7.4,-40.3,-5.1,-0.1
COc1cc([N+](=O)[O-])cc(/C=N/NC(=O)c2ccc(NC(=O)c3ccc(C)cc3)cc2)c1O,0.6,0.8,7.2,-0.2,0.2,-27.3,-6.9,-67.8,5.9,3.4
NNC(=O)CCN(Cc1ccco1)S(=O)(=O)c1ccc(Cl)cc1,14.1,0.4,0.3,-0.2,-4.9,3.1,-1.8,1.9,-1.2,10.9
Cc1ccc(F)cc1NC(=O)N1CCN(C2c3ccccc3-c3ccccc32)CC1,4.0,-3.9,-5.9,-0.6,0.0,8.1,5.9,-45.9,.,10.9
Cc1ccc2cc(C)c3nnc(SCC(=O)Nc4nc5c(s4)CCCC5)n3c2c1C,2.3,-1.0,3.2,-1.3,1.3,0.9,2.4,-13.4,-4.3,-4.8
Cc1cc[n+](CC(=O)Nc2cc(C(F)(F)F)ccc2Cl)cc1,-2.4,-0.5,3.8,-2.8,-0.9,-5.8,0.3,47.2,-1.1,4.9
CC1(C)CC(=O)C(C=Nc2ccc(N)cc2)=C(O)C1,2.3,-0.9,1.1,0.6,-0.1,-1.7,-1.6,21.5,.,-17.1
COc1ccccc1CNC(=O)C(=O)NCC1OCCN1C(=O)c1cccs1 (centres undefined),2.0,0.3,-1.8,-0.3,-0.1,3.4,0.8,34.6,6.7,-0.5
Cn1c(=O)c2c(ncn2CC(=O)N2CCN(S(=O)(=O)c3ccc(F)cc3)CC2)n(C)c1=O,1.8,-0.6,-1.8,-1.0,-4.5,-6.1,-4.5,3.9,0.5,0.4
CN1C(=O)Cc2cc(S(=O)(=O)N3CCN(c4ccccc4F)CC3)ccc21,-2.0,0.0,0.5,-0.4,-2.6,-5.6,-7.5,20.4,1.5,1.3
O=C(NCc1cccnc1)C1CC(=O)N(C2CCCCC2)C1 (centres undefined),2.9,1.5,-2.1,-2.3,-6.6,-10.1,-4.7,5.6,-2.9,-9.7
Cc1cc(=O)n2[nH]c(C(F)(F)F)c(-c3ccccc3)c2n1,-5.5,3.1,-0.5,-0.8,-2.0,0.7,3.2,2.2,-1.4,0.2
CC(=O)c1cccc(NC(=O)CN2C(=O)NC(C)(c3ccc4c(c3)OCCCO4)C2=O)c1 (centres undefined),-2.3,0.9,-0.9,-0.3,-2.8,5.1,-9.0,-3.7,-1.7,0.4
O=C(CSc1nnnn1-c1ccccc1)NCc1cccs1,-4.0,-1.8,-3.9,-0.9,2.5,-0.1,-3.9,5.2,0.9,6.8
c1ccc2cc(-c3cc4ccccn4c3)ccc2c1,5.0,0.5,7.3,-1.7,-2.4,-6.4,-9.0,-19.1,-1.2,-10.1
COc1ccc2[nH]c(=O)c(CN(C(C)=O)c3ccc(C)c(C)c3)cc2c1,-1.2,-1.0,-1.8,-0.6,0.5,0.1,-4.6,-5.9,-3.2,-9.3

# 4 structures already listed, sorted by count of non-hydrogen atoms, high to low.
SMILES,RTF Ca sens act,LANA DNA inh,DAGLB inh,CAL PDZ FP-1,Keap1 Nrf2 FP,Rtt109 HAT inh,RTF Ca sens inh,SR-BI uptake up,CAL PDZ FP-2,PKA-R2B activ
Cn1c(=O)c2c(ncn2CC(=O)N2CCN(S(=O)(=O)c3ccc(F)cc3)CC2)n(C)c1=O,1.8,-0.6,-1.8,-1.0,-4.5,-6.1,-4.5,3.9,0.5,0.4
COc1ccccc1CNC(=O)C(=O)NCC1OCCN1C(=O)c1cccs1 (centres undefined),2.0,0.3,-1.8,-0.3,-0.1,3.4,0.8,34.6,6.7,-0.5
CSCCC(NC(=O)c1ccc(Cl)cc1)C(=O)OCC(C)=O (centres undefined),2.8,-0.2,1.5,-0.4,-4.3,2.0,-0.3,11.8,-2.5,-4.9
CC1(C)CC(=O)C(C=Nc2ccc(N)cc2)=C(O)C1,2.3,-0.9,1.1,0.6,-0.1,-1.7,-1.6,21.5,.,-17.1

# (listing goes on)
SMILES,RTF Ca sens act,LANA DNA inh,DAGLB inh,CAL PDZ FP-1,Keap1 Nrf2 FP,Rtt109 HAT inh,RTF Ca sens inh,SR-BI uptake up,CAL PDZ FP-2,PKA-R2B activ
COc1ccccc1C(=O)Nc1nnc(SCC(=O)Nc2ccc3c(c2)oc2ccccc23)s1,-1.3,0.9,-3.4,-0.9,0.2,8.1,-7.5,-16.3,-1.8,-10.9
COc1cc(C(=O)NNC(=O)COc2ccc(C)cc2)ccc1OCC(=O)N1CCOCC1,-0.3,-1.4,-0.8,2.3,2.0,7.8,-5.0,4.3,-3.2,-0.6
Cc1ccccc1CSc1ncnc2ccccc12,6.1,3.0,-3.5,0.4,-3.8,-4.6,-0.4,-9.1,-3.7,-4.9
CC(=O)c1ccc(S(=O)(=O)N2CCCc3ccccc32)cc1,3.7,-1.2,-1.9,-1.5,-1.8,2.8,4.7,-20.8,2.7,1.3
O=C(COC(=O)c1c[nH]c(=O)[nH]c1=O)Nc1ccccc1,-1.9,0.2,2.8,-1.8,-0.9,0.1,4.8,22.0,3.5,-3.6
COc1cc(OC)c(C2Oc3nc(SC)nnc3-c3ccccc3N2C(C)=O)cc1OC (centres undefined),1.3,-1.9,1.1,-0.1,0.7,3.0,0.5,19.9,.,-8.1
CN(C)CCCN1C(=O)C(O)=C(C(=O)c2cc3ccccc3o2)C1c1ccccc1 (centres undefined),4.2,0.2,-2.0,-0.3,-3.2,-5.4,4.0,21.6,.,-14.1
O=S(=O)(c1ccc(Cl)nc1)N1CCCCC1,1.2,0.8,1.5,-1.7,-2.6,-15.6,-1.7,8.5,-0.4,5.7
Cc1ccc(/C=C/C(=O)c2ccccc(=O)c2O)cc1C,1.1,1.1,9.6,-0.6,2.7,-9.4,-3.4,25.6,-3.7,2.1
S=C(NCc1cccnc1)Nc1cc(Cl)cc(Cl)c1,6.6,-2.9,-2.6,-1.3,6.2,-7.0,2.9,12.4,-6.7,-2.3
C=C(C)C(COc1c2occc2cc2ccc(=O)oc12)OC(C)(C)C(O)COc1c2occc2cc2ccc(=O)oc12 (centres undefined),4.3,3.0,-1.4,1.1,1.0,15.2,-4.8,7.9,-2.0,-7.3
CCCNC(=O)c1ccc2snnc2c1,-3.5,-0.3,0.7,-0.6,-3.9,-6.4,-5.5,21.1,.,-8.2
Cc1cccc2cc(C3CC(c4cccs4)=NN3C(=O)CCC(=O)O)c(Cl)nc12 (centres undefined),1.4,-0.1,1.7,-2.2,-2.0,-6.5,-5.3,-16.4,.,-0.2
Cc1csc2nc(CNC(=O)c3cccc(C(F)(F)F)c3)cn12,0.2,2.0,1.0,-0.7,-5.5,-2.5,4.3,3.3,-1.7,-2.0
CC(C)N(Cc1ccccc1)C(=O)COC(=O)C1CCCCC1,6.7,5.6,-2.0,-0.1,4.9,-0.2,-4.8,11.9,-7.3,-4.9
O=C(NC1CCN(S(=O)(=O)c2cccc(Cl)c2)CC1)C1CCCCC1,0.9,-1.1,-2.8,-1.3,-7.2,-6.5,-3.6,4.6,-5.4,-9.9
Cc1ccc(S(=O)(=O)N(CC(=O)N/N=C/c2ccco2)c2cc(Cl)cc(Cl)c2)cc1,4.9,-1.5,-3.4,-2.5,-1.7,-0.4,-2.2,17.6,-1.6,-4.5
CC1(CCc2ccccc2)NC(=O)N(Cc2cc([N+](=O)[O-])cc3c2OCOC3)C1=O (centres undefined),-2.5,-0.5,-0.4,-3.7,0.2,-1.8,-9.5,-8.8,-1.9,-18.2
N/C(=N\OC(=O)COc1ccccc1)c1ccc(Cl)cc1,-3.4,-1.4,-16.7,-0.5,3.7,-9.0,-1.4,-20.2,-6.9,4.0
CCOC(=O)N1CCN(C(=O)c2cc3c(=O)[nH]c4ccccc4c3s2)CC1,-12.5,0.6,0.7,-2.1,1.3,-3.2,0.1,45.9,-0.2,-1.2
CC(Sc1nc2ccccc2s1)C(=O)c1c(N)n(C)c(=O)n(C)c1=O (centres undefined),-2.2,-0.7,-1.6,-2.0,-1.6,5.8,0.5,8.0,-3.3,-11.9
CCNC(=S)NNC(=O)c1cccs1,-1.4,2.7,2.3,-0.4,-5.3,3.7,3.8,25.9,-2.2,-8.8
O=C(CNC(=O)c1cc(=O)[nH]c2ccccc12)Nc1ccc(F)c(F)c1,2.4,-0.3,-0.8,-0.2,3.2,-0.6,3.7,5.6,.,-9.5

# High-throughput results: PubChem BioAssay, several laboratories
